Apoferritin bind = qHTS Assay for Identification of Novel General Anesthetics; Ferritin light chain (Equus caballus), P02791; apoferritin/1-aminoanthracene competitive binding, fluorescence; Potency, µM (series often up to 77.5 µM), for the others: top-dose activity change, negative = displacement, usual class: inhibitors; actives 0.074% (n = 350,000); note: potency is the fitted concentration of half-maximal effect; % is set by controls: 0 for no effect and ±100 for the full control effect; nearly all actives have a fitted effect of over 20% in size
Target sequence (P02791 2-175 limits assumed): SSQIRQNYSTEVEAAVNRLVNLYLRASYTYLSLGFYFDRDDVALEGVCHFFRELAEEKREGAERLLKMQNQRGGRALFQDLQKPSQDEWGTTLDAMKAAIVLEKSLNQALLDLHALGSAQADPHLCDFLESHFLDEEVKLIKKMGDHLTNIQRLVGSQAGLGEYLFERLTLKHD
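Concentration-response curves derived by four-parameter Hill fitting of normalized fluorescence, where compounds displaced 1-AMA from 10 uM horse apoferritin following a brief 10 min room-temperature incubation; propofol titration acted as positive control.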
D1 antag = Antagonist of Human D 1 Dopamine Receptor: qHTS; activity change, negative = inhibition, % at 10 µM; HEK293 TREx D1 cells, calcium flux, dopamine EC80; hits give low values; actives 3.2% (n = 360,000); D(1A) dopamine receptor (Homo sapiens), P21728; in the data active = activity change below about -30%; note: % is set by controls: 0 for no effect and ±100 for the full control effect
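Antagonism measured as reduced calcium response to an EC80 dopamine addition following 180 s compound pre-read; cells were inducible HEK293 Trex D1 plated overnight at 30 C, read kinetically at 1 cycle/sec.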
D1 ag = Allosteric Agonists of the Human D1 Dopamine Receptor: qHTS | HEK293 T-REx D1 cells, calcium flux, agonist mode | activation, % at 2 µM | actives 1% (n = 360,000); in the data active = activation above about 30%; note: 0% is about no effect
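Tetracycline-induced HEK293 TREx D1 cells, force-coupled to calcium signalling, were dye-loaded with a no-wash calcium kit. Compound was pin-added after a 10 s baseline. Fluorescence was read kinetically at 1 cycle/s for 180 s, with calcium rises flagged as agonism.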
TRHR enhancer = qHTS for Small Molecule Agonists and Allosteric Enhancers of Human TRH Receptor: Primary Screen for Enhancers. TRHR cells, fluo-8 calcium fluorescence, EC20 TRH enhancement. actives 0.66% (n = 360,000). enhancement, % at 2 µM; in the data active = enhancement above about 30%; note: 0% is about no effect
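TRHR-expressing cells loaded with fluo-8 calcium dye were read kinetically (ex 480/em 530) during compound addition, then stimulated with an EC20 of TRH (10 nM final). Enhancement of the Gq-mediated intracellular calcium response was scored.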
D2 PAM = HTS Assay for Positive Allosteric Modulators of the Human D2 Dopamine Receptor: Primary Screen for Potentiators; D(2) dopamine receptor (Homo sapiens), P14416; HEK293 T-REx D2, calcium flux, EC20 dopamine potentiation; potentiation, % at 10 µM; actives 0.34% (n = 340,000); AID 485347, 2010;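 active = potentiation over 3 SD above the plate norm, cut at about 30% in these data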; note: 0% is about no effect
Target sequence (P14416 whole entry, looked up): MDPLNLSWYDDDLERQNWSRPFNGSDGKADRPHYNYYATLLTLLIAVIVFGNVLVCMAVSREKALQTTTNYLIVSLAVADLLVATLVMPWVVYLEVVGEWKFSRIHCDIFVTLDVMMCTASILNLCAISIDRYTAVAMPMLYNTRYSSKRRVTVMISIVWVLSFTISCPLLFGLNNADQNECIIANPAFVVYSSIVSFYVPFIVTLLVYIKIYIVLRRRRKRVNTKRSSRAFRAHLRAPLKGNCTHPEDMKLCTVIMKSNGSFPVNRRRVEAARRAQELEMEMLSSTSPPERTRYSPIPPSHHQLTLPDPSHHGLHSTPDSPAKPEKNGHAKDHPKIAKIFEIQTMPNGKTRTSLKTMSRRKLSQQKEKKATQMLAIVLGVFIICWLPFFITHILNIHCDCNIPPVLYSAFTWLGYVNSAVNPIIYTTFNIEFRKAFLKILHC
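Potentiation of an EC20 dopamine calcium response measured kinetically over 180 s, after a preceding 180 s compound-only read flagging agonists. Cells: inducible Hek293 Trex D2 line, 4000/well, cultured overnight at 30 C before dye loading.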
D1 PAM = Potentiators of Human D1 Dopamine Receptor: qHTS; actives 0.036% (n = 360,000); D(1A) dopamine receptor (Homo sapiens), P21728; potentiation, % at 10 µM; HEK293 TREx D1 cells, calcium flux, dopamine EC20 potentiation; in the data active = potentiation above about 30%; note: 0% is about no effect
RXFP1 ag = qHTS Assay for Agonists of the Relaxin Receptor RXFP1. Potency, µM (doses to about 57.5 µM), without a hit: at the highest dose activation, hits mostly activators. HEK293T-RXFP1 cAMP TR-FRET, 30 min; response scale: percent of porcine relaxin response, buffer zero. Relaxin receptor 1 (Homo sapiens), Q9HBX9. actives 0.3% (n = 370,000); note: potency is the fitted concentration of half-maximal effect; % is set by controls: 0 for no effect and ±100 for the full control effect; nearly all actives have a fitted effect of over 60% in size; many of its hits are not listed in these tables
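HEK293T cells stably expressing RXFP1 were pretreated with the PDE4 inhibitor Ro 20174, exposed to compounds for 30 min at 37C, lysed, and cAMP was read by TR-FRET. Data normalized to buffer (basal) and 29 nM porcine relaxin (100%).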
TRHR ag = qHTS for Small Molecule Agonists and Allosteric Enhancers of Human TRH Receptor: Primary Screen for Agonists; Thyrotropin-releasing hormone receptor (Homo sapiens), P34981; TRHR cells, calcium flux fluo-8, FDSS agonist mode; activation, % at 2 µM; actives 0.18% (n = 360,000); AID 493084, 2011; in the data active = activation above about 30%; note: 0% is about no effect
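Read-out: compound-evoked intracellular calcium rise in TRHR cells, fluo-8 dye, kinetic FDSS fluorescence at 1 s/cycle following a 10-cycle baseline. Cells cultured overnight before dye loading (30 min–1.5 h, RT).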
RXFP1 antagonist = qHTS Assay for Antagonists of the Relaxin Receptor RXFP1; actives 0.59% (n = 350,000); HEK293-RXFP1, relaxin-stimulated cAMP HTRF, 30 min; hits give low values; activity change, negative = inhibition, % at 57.5 µM;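 active = activity change of -60% or lower, but not beyond a set lower limit; inconclusive = change between -60% and -40%, or beyond the set limit; inactive = change above -40%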; note: % is set by controls: 0 for no effect and ±100 for the full control effect
* hit, by the source's call; ? = inconclusive; . = not tested or not shown; & = joins results of further samples; [ ] = dose if it differs, or a comment. Unless noted, calls come from the whole dose curve; as a rule, active = well fitted curve in the direction sought with a large enough effect; inconclusive = small, poorly fitted or top-dose-only effect, or another doubt; inactive = no such curve, though single readings can be large; an effect the other way counts as inactive or inconclusive. An excerpt; count on the stated rates, not on these rows.

Compound,Apoferritin bind,D1 antag,D1 ag,TRHR enhancer,D2 PAM,D1 PAM,RXFP1 ag,TRHR ag,RXFP1 antagonist
CC1(C)CC2(CC(C)(C)NC(=O)N2)NC(=O)N1,-9%,.,0,2,6,0,-0.2%,0.2,6
Cc1ccc(S(=O)(=O)NC(=O)NCc2ccccn2)cc1,-7%,6,-1,2,-3,-7,-0.8%,0.2,9
CNNC(=S)NCCC1=CCCCC1,?,2,-2,-5,7,6,-0.6%,-0.1,1
CCOc1ccc(OCCOCCN2CCc3ccccc3C2)cc1,-22%,6,2,1,-20,-4,1.2%,-0.3,9
COc1ccc(N2CCN(C(=S)NCc3ccc(C)cc3)CC2)cc1,-2%,-18,1,0,-7,0,8.7%,0.1,-4
COc1ccccc1/C=C/C(=O)NCC(=O)N/N=C/c1ccc(C)o1,-18%,-9,0,-6,-14,2,-0.9%,0.1,-28
CCOC(=O)N1CCC(NC(=O)C(NS(=O)(=O)c2cccc3nsnc23)c2ccccc2)CC1 (configuration not stated),-12%,1,1,1,1,-1,1.6%,-0.3,1
Cc1ccccc1N1C(=O)CC2(CCCC2)CC1=O,?,-28,2,4,0,-6,3.3%,-0.1,-9
COc1ccc(CNc2oc(-c3ccc(COc4ccc(OC)cc4)o3)nc2C#N)cc1,591%[activator],-4,-1,4,13,1,0.4%,-0.7,-25
CSCCC(NC(=O)c1ccc(Cl)cc1Cl)C(=O)OC1CCCCC1=O (configuration not stated),.,-10,1,1,-2,2,-0.6%,0.0,-4
O=C(N/N=C/C=C/c1ccco1)c1cnccn1,4%,9,2,2,12,-3,-2.1%,0.4,-15
CC(=O)c1cn(CC(=O)Nc2ccc(C)cc2)c2ccccc12,-5%,.,8,3,11,-2,?,0.7,-10
CCOc1ccc(N2C(=O)S/C(=C\c3ccc(O)c(OC)c3)C2=O)cc1,-1%,-15,9,8,15,-4,11%,3.2,-1
CN(C)CCCn1c2c(c(SCC(=O)Nc3ccc4c(c3)OCO4)nc1=O)CCC2,.,-11,4,27,-5,-6,2.7%,0.0,1
COC(=O)Cc1ccc(NC(=S)N2CCCCC2C)cc1 (configuration not stated),-7%,21,1,-2,7,4,3.2%,-0.2,3
CCn1c(O)c(N=Nc2ccc3ccccc3n2)c2ccccc21,2%,-8,2,-5,-17,9,4.0%,0.1,-4
Cc1ccc(NC(=O)CSc2nnc3nc(C)cc(C)n23)cc1,-3%,0,0,-2,-7,0,11%,0.2,2
C=CCn1c(N)cc(=O)nc1SC(C)C(=O)Nc1cccc2ccccc12 (configuration not stated),-1%,-7,2,-3,6,-5,0.0%,0.0,-9
COc1ccc(-c2nc(CCNC(=O)Cc3ccc(F)cc3)cs2)cc1,-18%,18,1,-1,11,-3,-2.5%,-0.8,-25
CC1(C)CC(=O)C2=C(C1)c1c(ccc3ccccc13)NC2c1ccc(OCC(=O)O)cc1 (configuration not stated),898%[activator],5,2,1,-11,-1,8.8%,-1.0,3
CCN(CC)S(=O)(=O)c1ccc(NC(=O)[C@@H](NC(=O)c2cc(OC)cc(OC)c2)C(C)C)cc1,-14%,11,2,-8,-32,-2,0.8%,-0.3,-3
Cc1ccc2c(c1)C1(C(=O)N2)N2CCCC2C(C(=O)c2ccc3ccccc3c2)C12C(=O)Nc1ccccc12 (configuration not stated),-20%,11,0,7,4,-2,-1.2%,0.3,-36
O=C(NNC(=O)c1ccc2ccccc2c1)Nc1ccc(F)cc1,-9%,5,1,2,-1,6,2.2%,-0.1,-2
CC(C)Cn1c(SCC(=O)N2CC(=O)Nc3ccccc32)nc2ccccc21,?,5,6,-4,8,-5,1.9%,-0.3,2
O=C(Nc1ccnn1C1CCN(Cc2ccc(OC(F)F)cc2)CC1)C1CCCC1,-21%,1,8,10,-3,2,-0.3%,-0.1,3
COc1ccc(O)c(CN2CCCC(N3CCN(c4ccccc4OC)CC3)C2)c1 (configuration not stated),-6%,-12,2,-7,-11,-1,0.4%,-0.5,-6
CCCCC(=O)Nc1ccccc1N1CCN(c2ccccc2)CC1,-2%,-20,3,0,26,-8,0.2%,-0.1,8
CCOC(=O)c1nn(-c2ccccc2F)c2nc(-c3ccco3)c(C#N)c(=O)n12,-7%,9,1,2,-4,-2,1.0%,-0.7,-2
CC(=O)NCC(=O)NC(C(=O)Nc1ccc2c(c1)OCCO2)c1ccccc1 (configuration not stated),-1%,-8,3,3,4,4,-0.7%,0.3,-3
Cc1onc(-c2ccccc2Cl)c1C(=O)Nc1cccc(-c2nc3ncccn3c2C)c1,139%[activator],-14,4,2,-9,-1,3.1%,5.2,7
COC(=O)c1ccccc1NC(=O)CN1CCC(n2nnc3cc(F)ccc32)CC1,-13%,-14,0,0,-3,-2,8.1%,0.0,-4
Cn1c(CCCNC(=O)c2ccccc2)nc2ccccc21,-3%,-20,-4,-4,-16,-12,0.5%,-0.2,0
COc1ccc(NC(=O)C(CC(=O)O)Cc2ccc(Br)cc2)cc1 (configuration not stated),-5%,1,4,7,7,-2,0.1%,-0.5,-4
COc1cc(OC)c(C(=O)NCCCN2CCOCC2)cc1OC,-6%,0,1,-5,1,-2,-0.3%,-0.1,-23
O=C(O)c1ccc(NC(=O)C2CCCCC2)cc1,-5%,1,2,-8,1,-8,-2.1%,0.6,4
COc1ccc(Br)cc1C(=O)N/N=C/c1cccnc1,-3%,2,2,3,11,-4,1.5%,0.2,1
CCc1ccccc1NC(=O)COc1ccc2c(=O)c(Oc3cc(C)ccc3C)coc2c1,-7%,9,2,-19,8,0,-2.4%,1.1,-7
CCOc1ccc(NC(=O)CSc2nnc(Cn3cnc4ccccc43)n2C)cc1,1%,-1,1,5,15,-1,-0.6%,-0.4,10
Fc1cccc(CNc2ncnc3ccc(-c4cccc(Cl)c4)cc23)c1,.,5,2,-3,.,-7,1.9%,-0.3,.
O=C(c1ccccc1)c1cccn1CC(=O)N1CCN(C2CCCCC2)CC1,-16%,-14,1,-2,-1,-10,1.8%,-0.1,3

Single records, as listed above. Screens in order: Apoferritin bind | D1 antag | D1 ag | TRHR enhancer | D2 PAM | D1 PAM | RXFP1 ag | TRHR ag | RXFP1 antagonist
`Fc1cccc(CNc2ncnc3ccc(-c4cccc(Cl)c4)cc23)c1` across the screens: . | 5 | 2 | -3 | . | -7 | 1.9% | -0.3 | .
`CCCCC(=O)Nc1ccccc1N1CCN(c2ccccc2)CC1` across the screens: -2% | -20 | 3 | 0 | 26 | -8 | 0.2% | -0.1 | 8

Remaining list, next part
Compound,Apoferritin bind,D1 antag,D1 ag,TRHR enhancer,D2 PAM,D1 PAM,RXFP1 ag,TRHR ag,RXFP1 antagonist
Cc1ccc(S(=O)(=O)N(CCc2ccccc2)CC(=O)Nc2ccccc2C)cc1,54%[activator],1,16,14,-16,-5,-2.4%,1.4,.
Cc1cn2c(=O)c(S(=O)(=O)Nc3ccc(F)cc3F)c(C)nc2s1,-6%,-9,1,-7,2,-6,1.8%,0.0,-20
Cc1cccc(-n2c(-c3cccc([N+](=O)[O-])c3)nc3nc4ccccc4nc32)c1,24%,-11,0,-9,0,-6,3.3%,-0.5,.
COc1cc(C(CCN2CCCC2)c2c(OC)cc(OC)c3c(C)cc(=O)oc23)cc(OC)c1OC (configuration not stated),-15%&1%,9,6,-5,-5,-5,-1.0%,0.5,.
NC(=O)c1ccccc1N(Cc1ccccc1)S(=O)(=O)c1ccccc1,-7%,-11,3,1,10,-3,0.3%,0.2,11
COC(=O)C1=C(C)N(Cc2ccccc2)C(=NCCCCO)N[C@H]1c1ccccc1,-15%&-3%,-22&15,4&1,-6&-4,-3,-5&1,1.4%&0.8%,-0.4&1.6,.
Cc1ccc(C)c2c1cc(C)c1nnc(SCc3ccccn3)n12,-12%,1,3,0,-1,-1,2.1%,0.2,4
COc1ccc(C2C(C(=O)Nc3cccc(C)n3)c3ccccc3C(=O)N2C)cc1OC (configuration not stated),-6%,15,4,3,5,-4,2.4%,0.2,-6
CCCCc1ccc(C(=O)N/C(=C\c2ccc(C)cc2)C(=O)NC2CCCCC2)cc1,0%,-7,-1,7,-2,2,-0.9%,0.0,-5
COc1cccc(C(=O)NCCc2csc3nc(-c4ccccc4F)nn23)c1OC,-3%,5,0,35*,4,4,3.7%,-0.1,-7
O=C(Nc1ccc(N2CCN(C(=O)c3ccco3)CC2)cc1)c1ccc(F)cc1,-12%,3,0,5,10,-12,-0.3%,-0.9,-1
Cc1ccc2c(c1)nnn2C1CCN(S(=O)(=O)c2ccc3ccccc3c2)CC1,-8%,-15,5,0,0,-13,0.8%,0.7,-12
CC(=O)c1cc(F)c(N2CCOCC2)cc1C,-5%,-5,4,-15,6,-2,1.3%,-0.6,5
